Screens as filed in PubChem.
Vif inh = HIV Vif inhibition. HEK293T cells, Vif self-association by quenched fluorescence, imaging, 24 h. inhibition, % at 7.49 µM. 340,000 compounds, 0.35% hits. AID 602346; in the data active means inhibition above about 50%, passing the limit was not always enough; further: some results filed as inactive read as strong as hits
MC4R ag barr = activates human MC4R beta-arrestin recruitment | 360,000 compounds, 0.98% hits | activation, % at 8.9 µM | U2OS MC4R beta-arrestin complementation, luminescence; percent of melanotan II response, DMSO zero | P32245;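 active means activation above a per-plate cutoff, the mean activation of sample wells on that plate plus 3 SD, cut at about 8% in these data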
Target sequence (P32245 whole entry, looked up): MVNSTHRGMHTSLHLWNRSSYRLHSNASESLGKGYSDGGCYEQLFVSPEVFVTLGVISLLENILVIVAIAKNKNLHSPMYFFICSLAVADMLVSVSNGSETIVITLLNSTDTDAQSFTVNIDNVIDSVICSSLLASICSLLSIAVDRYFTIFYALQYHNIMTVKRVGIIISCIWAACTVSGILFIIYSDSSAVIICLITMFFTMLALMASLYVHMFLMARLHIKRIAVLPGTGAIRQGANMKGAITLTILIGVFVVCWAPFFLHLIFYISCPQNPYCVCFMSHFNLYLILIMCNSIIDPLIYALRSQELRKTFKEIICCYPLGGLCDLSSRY
CaV13 ICDI inh = Disruptors of the CACNA1D IQ motif to Ca2+-dependent inactivation inhibitor domain association, primary screening, Förster resonance energy transfer in intact living …; HEK cells, CFP/YFP FRET ICDI-IQ, plate reader, 10 min; percent FRET-ratio fall versus neutral wells; inhibition, % at 12.3 µM; AID 743397; 340,000 compounds, 0.098% hits;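 active means mean replicate inhibition of at least 30% and at least 1% of replicates passing that level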;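 further: 0% = median of the neutral control wells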
H9c2 protect = myocardial damage modulation in H9c2 cells | protection from H2O2 cell death, % at 20 µM | 360,000 compounds, 0.63% hits | H9c2 cardiomyocytes, H2O2 injury protection, ATPLite, 2 h;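 active means compounds giving at least 50% protection of heart cells from peroxide-induced death in the single-dose screen, raw or plate-pattern-corrected value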;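 further: 0% = DMSO wells with peroxide and 100% = DMSO wells without peroxide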
Glyco luc inh = blocks N-linked glycosylation in D54 reporter cells. D54 ERlucT glycosylation luciferase reporter, 24 h; percent of 100 nM tunicamycin response. reporter increase, % at 12.5 µM. 360,000 compounds, 0.23% hits;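 active means mean luciferase reporter signal, scaled so untreated is 0 and the glycosylation-blocking control 100, at or above a set limit in every replicate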;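 further: luciferase carries N-glycosylation sites so blocking glycosylation raises the light; 0% = median of neutral control wells and 100% = median of 100 nM tunicamycin wells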
ABCB6 inh 2 = blocks the human ABCB6 transporter; K562-ABCB6 porphyrin accumulation, flow cytometry, 1 h; hits give low values; fluorescence ratio to DMSO, % at 10 µM; 360,000 compounds, 0.19% hits; AID 602162;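 active means fluorescence ratio to DMSO below 75%, the collection mean minus 3 SD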;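 further: signal is porphyrin accumulated inside mitochondria; 100% equals median channel fluorescence of DMSO control wells; lower ratio means ABCB6 inhibition with less porphyrin fluorescence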
HTR2A ag = agonists of mouse serotonin 5-HT2A receptor (HTR2A). activation, % at 7.6 µM. CHO-K1 mHTR2A beta-arrestin complementation, luminescence; percent of 30 µM serotonin response. AID 624169. 360,000 compounds, 0.66% hits;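 active means activation above a run cutoff, the mean activation of all tested compounds plus 3 SD, cut at about 14% in these data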;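 further: 0% = plate median of compound wells and 100% = 30 µM serotonin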
MC4R antag cAMP = antagonists of human melanocortin 4 receptor (MC4R). AID 540295. 360,000 compounds, 0.48% hits. inhibition, % at 6.5 µM. MC4R-expressing cells, MTII-stimulated cAMP, LANCE TR-FRET;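 active means inhibition above its plate's cutoff, the mean of tested wells on that plate plus 3 SD, cut at about 29% in these data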;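 further: 0% = Melanotan II alone and 100% = Melanotan II plus saturating MCL0020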
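Material: human MC4R-expressing U2OS cells. Probe or stimulus: Melanotan II challenge. Dosing: 6.5 µM single dose. Times: 30-min compound, 1-h challenge, 1-h detection, room temperature. Technique: TR-FRET with Eu-cAMP and labeled anti-cAMP, 671 nm. Replication: singlicate.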
aDG glyco up = alpha-DG glycosylation activation. Pro5-aDG cells, alpha-DG glycosylation AlphaScreen (IIH6); 0% Pro5, 100% B10-LARGE cell signal. activation, % at 10 µM. 360,000 compounds, 0.22% hits;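 active means activation of at least 8% versus controls, or a plate z-score of at least 8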;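 further: Pro5 are CHO cells carrying HIG-tagged alpha-DG that lacks glycosylation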
PDI turbidity = PDI (human) enzyme inhibition; P07237; PDI insulin aggregation turbidity, A650, 90 min; inhibition, % at 10 µM; 350,000 compounds, 0.052% hits;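 active means mean inhibition across replicates of 30% or more, whatever share of single replicates reach that level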;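 further: absorbance from insulin aggregation driven by PDI reduction with DTT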
Target sequence (P07237 whole entry, looked up): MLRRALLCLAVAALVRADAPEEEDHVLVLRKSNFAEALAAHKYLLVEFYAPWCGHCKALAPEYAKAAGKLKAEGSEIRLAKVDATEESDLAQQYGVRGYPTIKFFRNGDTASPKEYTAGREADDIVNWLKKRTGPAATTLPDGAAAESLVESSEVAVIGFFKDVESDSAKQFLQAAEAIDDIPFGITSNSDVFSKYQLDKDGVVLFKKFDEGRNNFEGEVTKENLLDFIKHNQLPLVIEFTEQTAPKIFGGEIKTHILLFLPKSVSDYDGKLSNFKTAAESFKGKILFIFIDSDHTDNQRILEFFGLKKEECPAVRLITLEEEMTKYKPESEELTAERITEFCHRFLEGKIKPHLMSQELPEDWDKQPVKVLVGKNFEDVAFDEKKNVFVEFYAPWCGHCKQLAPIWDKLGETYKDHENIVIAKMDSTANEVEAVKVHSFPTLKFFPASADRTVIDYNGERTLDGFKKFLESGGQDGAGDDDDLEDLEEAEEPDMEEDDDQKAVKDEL
Active calls of the source: *; . = not tested or not shown.

SMILES | Vif inh | MC4R ag barr | CaV13 ICDI inh | H9c2 protect | Glyco luc inh | ABCB6 inh 2 | HTR2A ag | MC4R antag cAMP | aDG glyco up | PDI turbidity
CC[C@@H](C)[C@H](NC(=O)C1CCN(C(=O)[C@@H](NS(=O)(=O)c2ccc(C)cc2)C(C)C)CC1)C(=O)O | -32 | 0.3 | -7 | 3 | 1 | 101 | 5 | 0 | -0.2 | -4
O=C(CCCn1c(=O)[nH]c2ccsc2c1=O)NCc1cccs1 | 2 | -0.8 | . | 5 | 0 | 98 | -1 | 4 | -0.2 | -6
CCn1c(O)c(N=NC(=O)CNC(=O)Cc2ccccc2)c2ccccc21 | 15 | -0.4 | -4 | 3 | 2 | 98 | -1 | -6 | -0.1 | -9
C/C(=N/NS(=O)(=O)c1ccccc1)c1ccc(NC(=O)C2CC2)cc1 | -8 | 0.9 | -5 | 0 | -1 | 100 | 1 | 14 | -0.3 | 4
O=C(Oc1ccc2c(c1)OCO2)c1cc2c(s1)CCC2 | 13 | -1.9 | -5 | -30 | -7 | 97 | 6 | 5 | 0.1 | 8
CN(C(=O)COC(=O)c1ccc([N+](=O)[O-])cc1Cl)C1CCCCC1 | 4 | -2.4 | -4 | 4 | 1 | 95 | 2 | -3 | 0.5 | -1
CC(C)=CC(=O)N1CCCc2ccccc21 | 1 | -1.2 | . | -1 | 2 | 97 | -1 | 11 | 0.1 | 13
O=S(=O)(c1ccccc1)N1CCC(O)(CSc2ccc(F)cc2)CC1 | -1 | -0.8 | -4 | -12 | -6 | 106 | 1 | -1 | 0.8 | -1
O=C1CC(c2ccc(F)cc2)C2=C(CCCC2=O)N1 (stereo unspecified) | 1 | -0.6 | -7 | -3 | 1 | 94 | 2 | 9 | -0.1 | -6
Cc1[nH]n(-c2ccccc2)c(=O)c1C(=O)c1ccccc1 | -1 | 3.1 | -3 | 5 | -2 | 104 | 11 | -5 | 0.1 | -13
CCOC(=O)C1(Cc2ccccc2)C(=O)N(CCCN(C)C)c2ccccc21 (stereo unspecified) | 2 | -0.8 | -4 | -3 | 1 | 98 | -8 | 9 | -0.1 | 0
O=C(N/C(=C/c1ccc(F)cc1)C(=O)N1CCCCC1)c1ccco1 | -16 | -1.7 | -5 | 3 | 0 | 101 | 4 | 6 | -0.2 | 3
COC(=O)c1ccc(Oc2cc(C)nc(-n3nc(C)cc3C)n2)cc1 | 14 | 2.2 | -4 | 10 | 24 | 103 | 1 | -19 | 0.0 | 1
COc1ccc(F)cc1S(=O)(=O)N1CCCC(C)C1 (stereo unspecified) | 1 | 0.6 | -5 | -2 | 5 | 106 | 2 | 4 | 0.0 | -9
O=[N+]([O-])c1cccc(C(=S)N2CCCC2)c1 | 0 | 1.2 | -4 | -4 | 0 | 90 | 8 | -5 | 0.3 | -2
COc1ccc(Nc2nc3ccccc3n2C)cc1 | 12 | -1.4 | -5 | 2 | 4 | 98 | -2 | 1 | 0.0 | 0
Nc1nc(NC2CCCCC2)nc(NCCO)c1[N+](=O)[O-] | 18 | -1.9 | -3 | 5 | 14 | 95 | 2 | 2 | -0.2 | 7
Cc1ccc(-c2nc(CN(C)Cc3cccc4cnccc34)c(C)o2)s1 | . | 1.3 | -9 | -7 | -1 | 101 | -1 | 0 | 0.4 | 24
Cc1ccc(/C=C/C(=O)Nc2ncc(C)s2)o1 | 1 | 2.4 | -3 | -8 | -2 | 100 | 1 | -3 | -0.2 | -8
COC(=O)c1c(NC(=O)CC2NCCNC2=O)sc2c1CCCC2 (stereo unspecified) | -8 | -2.6 | -3 | -1 | 2 | 98 | -2 | 1 | -0.3 | -6
CCC(CC)c1nnc(NC(=O)C2CSC3(C)CCC(=O)N23)s1 (stereo unspecified) | -11 | -1.2 | -6 | 2 | 2 | 98 | 1 | -1 | -0.2 | 6
COc1ccccc1NS(=O)(=O)c1ccc2oc(SCc3ccc(F)cc3)nc2c1 | 0 | -0.9 | -4 | -20 | -4 | 95 | -4 | 10 | 0.4 | -1
Cc1noc(C)c1CSCC(=O)Oc1ccc(N(C)S(=O)(=O)c2ccccc2)cc1 | -13 | 0.3 | -4 | 10 | 0 | 103 | -4 | 12 | -0.4 | 14
Cc1nn(C)c(C(=O)N/N=C/c2cc3c(cc2Br)OCO3)c1Br | -3 | -2.2 | -8 | 13 | 1 | 95 | 3 | 15 | 0.3 | -8
CC(C)CCn1c(=O)c2ccccc2n2c(CN3CCOCC3)nnc12 | 6 | -2.5 | -5 | 6 | 1 | 99 | 2 | 8 | -0.1 | 1

Next part
SMILES | Vif inh | MC4R ag barr | CaV13 ICDI inh | H9c2 protect | Glyco luc inh | ABCB6 inh 2 | HTR2A ag | MC4R antag cAMP | aDG glyco up | PDI turbidity
Cc1nc2sc3c(c2c(=O)o1)CCC3 | 18 | -0.3 | . | 3 | -1 | 97 | -2 | 8 | 0.0 | -4
Cc1cc(C)nc(NS(=O)(=O)c2ccc(NC(=O)c3nn(-c4ccccc4)ccc3=O)cc2)n1 | 4 | -2.4 | -7 | 0 | 0 | 98 | 1 | -1 | -0.1 | 4
CSC1=N/C(=C\c2ccccc2)C(=O)N1C | 11 | -0.5 | -7 | -1 | 2 | 94 | -4 | -9 | 0.2 | -13
COc1cccc(OC)c1-c1nn2c(-c3ccco3)nnc2s1 | 10 | -2.3 | -9 | 54* | 1 | 98 | 1 | -13 | 0.2 | -1
CCOc1ccc(N(CC(=O)NC2CCCCCC2)S(=O)(=O)c2c(C)[nH]c(=O)[nH]c2=O)cc1 | . | 0.5 | -5 | 8 | 0 | 101 | 0 | 3 | -0.1 | -3
Cc1ccc(CN2C(=O)N/C(=C\c3cccn3-c3cccc(C(=O)O)c3)C2=O)cc1 | 6 | -0.2 | -5 | 16 | -8 | 99 | 4 | -3 | -0.5 | 10
C=CCn1c(SCc2cccc3ccccc23)nnc1-c1cccnc1 | -2 | 1.3 | . | 10 | -3 | 93 | 1 | 7 | 0.0 | 0
CSc1nc(Cl)c(Cc2ccc(OC(C)C)cc2)c(N2CCOCC2)n1 | 1 | -0.4 | -5 | -11 | -5 | 91 | -4 | 4 | 0.0 | -5
FC(F)(F)c1ccccc1CNCc1ccncc1 | -5 | -1.4 | -1 | 0 | 1 | 102 | -4 | -1 | 0.1 | 3
O=C(c1ccccc1Nc1ccc(SC(F)F)cc1)N1CCCCCC1 | -13 | 4.0 | -8 | -12 | -3 | 96 | 2 | 1 | 0.4 | -1
O=[N+]([O-])c1ccc2nc(/C=C/c3ccc(Cl)cc3)[nH]c2c1 | -9 | -0.2 | -5 | -18 | -7 | 95 | -5 | 6 | 1.1 | 1
COC(=O)c1cc(CNC(=O)c2ccccc2OCc2c(C)noc2C)ccc1OC | . | -1.9 | -10 | 4 | 0 | 102 | 0 | 15 | -0.1 | 1
Cc1cccn2c(CN3CCSCC3)c(C(=O)N3CCOCC3)nc12 | -3 | 0.2 | -11 | -2 | 2 | 100 | 4 | 29* | 0.0 | 4
Cn1c(SCCOc2ccccc2Cl)nnc1-c1cccs1 | -3 | -0.4 | -5 | -3 | 8 | 97 | 2 | 7 | 3.5 | -3
O=C(CN1C(=O)NC2NC(=O)NC21)NC1CCCCC1 (stereo unspecified) | 4 | 0.1 | -4 | 0 | 2 | 94 | -3 | 2 | -0.1 | -7
CCN(CC(=O)NCc1ccc(Cl)cc1)C(=O)c1sccc1C | 1 | -2.1 | -6 | -4 | 0 | 94 | -5 | 4 | 0.1 | 6
Cc1cccc(NC(=O)c2ncn3c2C(=O)N[C@@H](C)C3)c1 | -1 | -0.6 | -5 | 6 | -4 | 109 | -6 | 25 | 0.0 | 7
COC(=O)c1cccc(N(C(=O)c2cnccn2)C(C(=O)NCc2ccccc2)c2ccco2)c1 (stereo unspecified) | 4 | -0.4 | -10 | 25 | 0 | 92 | 9 | 3 | -0.1 | 10
CN(C)CCCN(C(=O)c1cccc(N2C(=O)CCC2=O)c1)c1nc2cc3c(cc2s1)OCO3 | 2 | -0.2 | -2 | -2 | 0 | 102 | -4 | 3 | -0.1 | 2
CCc1nc2ccc(C(=O)NCCNC(C)=O)cn2c1N(CC)Cc1cccc(Br)c1 | -5 | -0.8 | -7 | 5 | 1 | 94 | -10 | 9 | -0.3 | 11
CC(OC(=O)c1cccnc1)C(=O)Nc1ccc2c(c1)OCO2 (stereo unspecified) | 15 | 1.2 | -6 | 0 | -2 | 94 | 2 | -1 | -0.1 | 6
COc1ccc(-c2c(C)nn3c(-c4ccccc4)cc(C)nc23)cc1 | 9 | -0.1 | -5 | -11 | -4 | 98 | -5 | 5 | -0.2 | .
COCCCNC(=O)Cc1ccccc1OC | -55 | -2.6 | -6 | 4 | -1 | 99 | 0 | -2 | 0.0 | -2
COc1ccc(-c2nc3ccc(N4CCN(C)CC4)cc3c(=O)[nH]2)cc1 | 8 | -1.7 | 10 | 17 | -7 | 100 | 0 | -5 | -0.1 | 0
CCC(=O)NC(=S)Nc1ccc(NC(=O)c2ccc(OC)cc2)cc1 | 11 | 0.0 | . | 0 | 3 | 97 | 1 | 2 | 0.1 | 6

Part of the list above, with values under each structure.
Order of results – Vif inh | MC4R ag barr | CaV13 ICDI inh | H9c2 protect | Glyco luc inh | ABCB6 inh 2 | HTR2A ag | MC4R antag cAMP | aDG glyco up | PDI turbidity
CCOC(=O)C1(Cc2ccccc2)C(=O)N(CCCN(C)C)c2ccccc21 (stereo unspecified)
  2 | -0.8 | -4 | -3 | 1 | 98 | -8 | 9 | -0.1 | 0
O=C(N/C(=C/c1ccc(F)cc1)C(=O)N1CCCCC1)c1ccco1
  -16 | -1.7 | -5 | 3 | 0 | 101 | 4 | 6 | -0.2 | 3
COC(=O)c1ccc(Oc2cc(C)nc(-n3nc(C)cc3C)n2)cc1
  14 | 2.2 | -4 | 10 | 24 | 103 | 1 | -19 | 0.0 | 1
COc1ccc(F)cc1S(=O)(=O)N1CCCC(C)C1 (stereo unspecified)
  1 | 0.6 | -5 | -2 | 5 | 106 | 2 | 4 | 0.0 | -9
O=[N+]([O-])c1cccc(C(=S)N2CCCC2)c1
  0 | 1.2 | -4 | -4 | 0 | 90 | 8 | -5 | 0.3 | -2
COc1ccc(Nc2nc3ccccc3n2C)cc1
  12 | -1.4 | -5 | 2 | 4 | 98 | -2 | 1 | 0.0 | 0
Nc1nc(NC2CCCCC2)nc(NCCO)c1[N+](=O)[O-]
  18 | -1.9 | -3 | 5 | 14 | 95 | 2 | 2 | -0.2 | 7
Cc1ccc(-c2nc(CN(C)Cc3cccc4cnccc34)c(C)o2)s1
  . | 1.3 | -9 | -7 | -1 | 101 | -1 | 0 | 0.4 | 24
Cc1ccc(/C=C/C(=O)Nc2ncc(C)s2)o1
  1 | 2.4 | -3 | -8 | -2 | 100 | 1 | -3 | -0.2 | -8

An unsorted share of the library; any-hit rate near 3.6%.
